High-throughput results (PubChem)
DNMT1 block: human DNMT1 methyltransferase inhibitors, primary screen, biochemical, molecular beacon, fluorescence, HinP1I cleavage, uHTS | DNA (cytosine-5)-methyltransferase 1 (Homo sapiens), P26358 | inhibition (reported as % activation of signal), % at 10 µM | 0.83% of 360,000 active | AID 588458, 2011; in the data active = inhibition above about 50%
LMPTP block: LMPTP phosphatase inhibitors, primary screen, biochemical, fluorescence intensity, uHTS; inhibition, % at 20 µM; Low molecular weight phosphotyrosine protein phosphatase (Homo sapiens), P24666; 0.22% of 360,000 active; recombinant LMPTP-A, OMFP fluorogenic substrate;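 active = compounds that cut the enzyme signal by at least half of the control window in the single-dose screen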;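 note: plate controls were DMSO wells with enzyme plus substrate for no effect and substrate without enzyme for full effect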
Target sequence (P24666 whole entry, looked up): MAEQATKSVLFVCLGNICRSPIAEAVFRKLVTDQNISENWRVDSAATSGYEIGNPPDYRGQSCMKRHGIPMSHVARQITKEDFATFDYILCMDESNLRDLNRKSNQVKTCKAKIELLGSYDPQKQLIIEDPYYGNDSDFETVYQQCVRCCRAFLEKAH
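Test system: LMPTP-A phosphatase enzyme; input: 0.625 nM LMPTP-A final; reagent: OMFP substrate, 400 µM final; compound dosing: 20 µM single dose, 3% DMSO; incubation: 50 min dark incubation at room temperature; measured by: endpoint fluorescence intensity from OMFP dephosphorylation; measure: % inhibition relative to no-enzyme and uninhibited control wells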
NadD inh: inhibitors of S. aureus NadD, primary screen, biochemical, colorimetric, uHTS | Nicotinate-nucleotide adenylyltransferase NadD (Staphylococcus aureus N315) | purified NadD enzyme, colorimetric absorbance read-out | inhibition, % at 20 µM | 0.78% of 360,000 active | AID 602399, 2012; in the data active = inhibition above about 26%; note: some compounds past the cut are filed as inactive
Scp1 inh: Scp-1 phosphatase inhibitors, primary screen, biochemical, colorimetric, uHTS. Carboxy-terminal domain RNA polymerase II polypeptide A small phosphatase 1 (Homo …. Recombinant Scp1, phosphopeptide, malachite green phosphate absorbance. inhibition, % at 20 µM. 0.88% of 340,000 active;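 active = inhibition above about 50% at 20 µM, limit read from the data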;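 note: plate controls were DMSO wells with enzyme for no effect and wells lacking enzyme for full effect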
Target sequence (Q9GZU7 76-261 limits assumed): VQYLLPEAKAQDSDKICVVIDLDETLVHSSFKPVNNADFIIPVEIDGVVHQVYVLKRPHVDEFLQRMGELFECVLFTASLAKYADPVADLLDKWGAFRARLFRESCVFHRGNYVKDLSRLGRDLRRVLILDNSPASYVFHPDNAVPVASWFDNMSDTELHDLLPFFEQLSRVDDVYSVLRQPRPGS
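Test system – truncated SCP-1 phosphatase (76-261aa) · Reagent – Phosphorylated 17-residue peptide substrate · Incubation – 45 min room-temperature reaction, 5 min colour, 30 min stabiliser · Detection – colorimetric phosphate reagent with accelerator and stabiliser, absorbance at 630 nm · Measure – % inhibition at 20 µM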
CendR NRP1 mod: modulators of CendR peptide binding to NRP-1, primary screen, biochemical, fluorescence polarization, uHTS. Neuropilin-1 (Homo sapiens), O14786. inhibition, % at 25 µM. 0.85% of 360,000 active. FAM-RPARPAR peptide binding to NRP-1. AID 602438, 2012;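 active = inhibition or corrected inhibition above about 18%, plus a signal ratio from 0.5 to 1.5, limit read from the data, passing the limit was not always enough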; note: strong numbers were not always called active
SKN-1 block: suppressors of acrylamide-induced Pgst-4::GFP reporter in worms, primary screen, SKN-1 inhibitor project, whole organism, uHTS, GFP/RFP fluorescence ratio, strain VP596; C. elegans VP596 Pgst-4::GFP/RFP ratio, 24 h; AID 624304, 2012; 0.49% of 360,000 active; inhibition, % at 21.8 µM;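 active = interference check ratio from 0.5 to 1.5 plus GFP to RFP signal ratio inhibition reaching or exceeding a fixed threshold, cut at about 30% in these data, passing the limit was not always enough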; note: some compounds called inactive have numbers as strong as hits
Neddyl block: inhibitors of cullin neddylation, primary screen, biochemical, TR-FRET, uHTS, NAE and Ubc12; AID 651699, 2012; NEDD8-conjugating enzyme Ubc12 (Homo sapiens) + NEDD8-activating enzyme E1 regulatory …; 0.58% of 360,000 active; calls only at 25 µM; in the data active = inhibition above about 36%
SUMO1 PPI mod: modulators of SUMO1 protein-protein interactions, primary screen, biochemical, uHTS | SUMO1 binding to a labelled peptide, TR-FRET, 1 h | Small ubiquitin-related modifier 1 (Homo sapiens), P63165 | AID 602429, 2012 | inhibition, % at 20 µM | 0.33% of 360,000 active; in the data active = inhibition above about 37%
Target sequence (P63165 whole entry, looked up): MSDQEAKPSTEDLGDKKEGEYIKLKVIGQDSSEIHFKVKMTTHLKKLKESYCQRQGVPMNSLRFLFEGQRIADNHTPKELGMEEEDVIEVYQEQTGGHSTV
Tb MetRS inh: T. brucei MetRS inhibitors, primary screen, biochemical, luminescence; methionyl-tRNA synthetase (Trypanosoma brucei brucei); purified T. brucei MetRS, ATP depletion, Kinase-Glo luminescence; inhibition, % at 11.9 µM; 0.4% of 360,000 active;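 active = inhibition above a per-plate cutoff of the control wells' mean inhibition plus 3 SD, cut at about 5.5% in these data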;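 note: 0% = DMSO wells median and 100% = median of wells with control inhibitor compound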
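Test system – parasite MetRS enzyme · Reagent – substrates ATP, L-methionine and bulk Escherichia coli tRNA · Doses – 11.9 µM compound single dose, 0.9% DMSO · Times – 15 min enzyme-compound preincubation, 2 h reaction, 10 min detection, 25 °C · Signal – Kinase-Glo luminescence, ATP depletion format · Controls – DMSO-only wells as low control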
STEP inh: STEP phosphatase inhibitors, primary screen, biochemical, fluorescence intensity, uHTS; Tyrosine-protein phosphatase non-receptor type 5 (Homo sapiens), P54829; recombinant STEP, OMFP fluorogenic substrate; inhibition, % at 20 µM; 0.25% of 360,000 active; AID 588621, 2011;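 active = inhibition at 20 µM, scaled per plate between control wells, above about 37%, limit read from the data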;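 note: 0% = DMSO with enzyme and substrate and 100% = substrate only without enzyme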
Target sequence (P54829 whole entry, looked up): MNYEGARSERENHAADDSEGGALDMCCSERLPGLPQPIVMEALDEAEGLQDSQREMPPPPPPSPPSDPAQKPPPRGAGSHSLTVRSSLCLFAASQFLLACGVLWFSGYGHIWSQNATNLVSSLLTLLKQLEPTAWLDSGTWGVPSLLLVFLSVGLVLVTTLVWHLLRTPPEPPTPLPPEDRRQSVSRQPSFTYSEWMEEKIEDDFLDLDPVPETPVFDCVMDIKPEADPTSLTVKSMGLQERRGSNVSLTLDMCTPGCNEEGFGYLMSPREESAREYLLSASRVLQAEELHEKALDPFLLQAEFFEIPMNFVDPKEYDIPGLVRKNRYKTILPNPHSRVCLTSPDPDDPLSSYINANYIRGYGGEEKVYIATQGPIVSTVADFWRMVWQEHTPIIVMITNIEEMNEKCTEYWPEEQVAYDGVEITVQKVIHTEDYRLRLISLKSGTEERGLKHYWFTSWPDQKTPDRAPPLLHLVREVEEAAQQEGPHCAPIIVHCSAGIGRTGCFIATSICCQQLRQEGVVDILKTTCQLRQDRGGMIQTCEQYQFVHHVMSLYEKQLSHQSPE
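Test system: STEP tyrosine phosphatase / Reagent: OMFP at 25 µM / Doses: 20 µM, 1% DMSO / Read-out: percent inhibition scaled to no-enzyme and uninhibited-enzyme controls, plate-pattern corrected / Detection: FITC-channel fluorescence of OMFP product / Medium: Bis-Tris buffer pH 6.0, 2.5 mM DTT, 0.005% Tween 20 / Schedule: 20 min at room temperature, dark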
* marks the source's active call; other numbers are inactive results; i = inactive; / = not tested or not shown; + = active, no number.

SMILES	DNMT1 block	LMPTP block	NadD inh	Scp1 inh	CendR NRP1 mod	SKN-1 block	Neddyl block	SUMO1 PPI mod	Tb MetRS inh	STEP inh
COC(=O)c1[nH]c2cccc(OC)c2c1NC(=O)CN(C)CC1OCCO1	0	-2.3	-1	-2	-2	-2	/	-5	-1.3	-3
CCn1nc(C)c(NC(=O)CC23CC4CC(CC(C4)C2)C3)c1C	1	-1.4	-1	-7	6	0	i	0	-0.2	0
CCSc1ccc2nnc(-c3cccc(F)c3)n2n1	3	-0.8	6	2	-4	8	i	-13	0.0	0
Cc1ccc2nc(NCCCN3CCOCC3)c(C=NCCCN3CCOCC3)c(=O)n2c1	0	-5.9	-1	-32	2	-7	+	-23	-0.2	-2
O=C1N(CN2CCN(c3cccc(Cl)c3)CC2)c2ccccc2C12OCCCO2	-2	-0.3	-11	-2	-6	11	i	0	0.9	-1
OCc1cn(-c2ccccc2)nc1-c1ccc(-c2nn(-c3ccccc3)cc2CO)cc1	-2	0.9	10	-10	-2	2	i	0	-1.2	-7
Cc1ccc(C)c(S(=O)(=O)N2CCCCC2CCNC(=O)C(=O)NCc2ccco2)c1 (stereo not drawn)	-1	1.5	-11	-7	3	-4	i	2	-0.5	1
O=C(CSC1=NS(=O)(=O)c2ccccc2N1)N1CCCCC1	1	0.7	2	-10	6	-10	i	-2	-0.1	-1
COc1ccc(C2CC(c3c(-c4ccccc4)c4cc(Cl)ccc4[nH]c3=O)=NN2S(C)(=O)=O)cc1 (stereo not drawn)	23	-1.9	20	-2	11	19	i	-3	1.1	1
O=C(c1[nH]ncc1-c1cccc(Br)c1)C1CO1 (stereo not drawn)	2	-1.1	-3	-3	12	4	i	-3	-0.2	-1
O=C(Oc1cccc(/C=N/Nc2nc(Nc3ccccc3)nc(N3CCOCC3)n2)c1)c1ccco1	-11	3.0	18	12	8	1	i	-3	-0.6	1
CCc1nnc(NC(=O)CSc2nnc(CNC(=O)c3ccccc3F)n2C)s1	1	-0.3	-4	-1	-4	7	i	1	-0.2	-2
O=C(NNC(=O)c1ccccc1OCc1ccccc1)c1ccccc1O	-3	1.6	0	-15	3	-8	i	5	1.3	-1
CC#CCCCC(=O)Nc1ccc(C(=O)O)cc1	6	-1.1	1	4	10	-15	i	3	-1.2	0
Cc1ccc(NC(=O)C2CCCN2C(=O)OCc2ccccc2)c(C)c1 (stereo not drawn)	2	-0.6	-9	7	3	10	i	-8	-0.7	0
Cc1onc(-c2c(Cl)cccc2Cl)c1C(=O)NCc1cccs1	0	-1.2	-5	-3	-14	-1	i	-2	-1.0	-1
Cc1cc(C)nc(NC(=S)Nc2cccc(F)c2)c1	3	-0.4	7	-7	-1	0	i	4	-0.1	-2
c1ccc(OCCSc2nnnn2-c2ccccc2)cc1	-3	1.1	0	-14	12	29	i	-2	-0.1	0
O=C(c1cccc(C(F)(F)F)c1)N1CCCCCC1	-1	-1.5	-1	-8	-4	-3	i	-1	-0.5	-1
COC(=O)CCC(=O)OC1(C)C(=O)C2=CN(Cc3ccccc3)C(c3ccc(OC)cc3)=CC2=C(Br)C1=O (stereo not drawn)	8	18	11	2	-1	15	i	-13	-0.1	1
COc1ccc2nc(C)c3cc(C)oc3c2c1	7	2.1	2	-3	-8	30	i	-4	-0.4	-1
CCS(=O)(=O)N1CCC(C(=O)NCCC2=CCCCC2)CC1	5	-1.8	-3	-1	1	2	i	-1	-0.2	-2
CCCOc1ccc(C2/C(=C(/O)c3ccccc3)C(=O)C(=O)N2CCCN(C)C)cc1OC (stereo not drawn)	-6	-1.8	4	-6	9	10	i	-1	-0.2	2
CCn1cc(C(=O)O)c(=O)c2cc(S(=O)(=O)N(C)C)ccc21	0	-0.6	-2	-3	-14	7	i	1	-0.2	-4

The list goes on, overlapping the part above by two compounds.
SMILES	DNMT1 block	LMPTP block	NadD inh	Scp1 inh	CendR NRP1 mod	SKN-1 block	Neddyl block	SUMO1 PPI mod	Tb MetRS inh	STEP inh
CCCOc1ccc(C2/C(=C(/O)c3ccccc3)C(=O)C(=O)N2CCCN(C)C)cc1OC (stereo not drawn)	-6	-1.8	4	-6	9	10	i	-1	-0.2	2
CCn1cc(C(=O)O)c(=O)c2cc(S(=O)(=O)N(C)C)ccc21	0	-0.6	-2	-3	-14	7	i	1	-0.2	-4
Cc1ccc(COC(=O)c2cc(S(=O)(=O)N3CCCCC3)ccc2N2CCOCC2)cc1	-3	3.3	0	-1	6	-10	i	-3	-0.5	1
O=[N+]([O-])c1ccc(CSc2ccc(-c3ccccn3)nn2)cc1	-1	0.8	0	-10	-9	-1	i	-11	-0.3	0
O=C(Nc1cccc(S(=O)(=O)N2CCOCC2)c1)C1CC1	2	-0.4	-2	-8	14	8	i	-7	-0.3	-2
CCc1nnc(NC(=O)[C@@H](NC(=O)c2cccc(S(=O)(=O)N(CC)CC)c2)C(C)C)s1	-1	-1.5	-1	-3	-4	3	i	5	-0.2	-1
COc1ccc(-c2csc(Nc3cccc(C)n3)n2)cc1OC	-7	0.7	-1	/	3	-9	i	-2	0.0	1
CN(C)C(=O)c1ccc(NC(=O)COC(=O)c2cc(S(=O)(=O)N(C)C)ccc2N2CCCC2)cc1	2	-0.4	-3	-1	0	2	i	0	-0.3	-1
CCN(CC)c1ccc(NC(=O)c2cnccn2)cc1S(=O)(=O)Nc1ccc(OC)cc1	-11	1.4	-2	1	-5	-5	i	3	0.4	0
COc1ccc(Nc2sc(C(=O)c3ccc(Cl)cc3)c(N)c2C(=O)Nc2ccccc2OC)cc1	-29	2.1	17	-35	2	16	i	-9	0.8	5
Cn1c(CCNC(=O)C2CCCCC2)nc2cc([N+](=O)[O-])ccc21	0	-0.2	3	5	1	8	i	-15	0.0	-1
Nc1ncnc(N(c2ccccc2)C2CCCCC2)c1[N+](=O)[O-]	-1	2.0	0	3	-3	-9	i	0	-0.3	-1
CC(NC(=O)COC(=O)CCc1nc(=O)c2ccccc2n1C)c1ccccc1 (stereo not drawn)	1	-0.4	-2	14	4	6	i	-2	0.3	0
CC(=O)Nc1ccc(/C=C(\C#N)C(=O)NC2CCCCC2)cc1	1	-0.7	-1	2	-13	-1	i	-11	-0.7	2

Reprinted from the results shown for reference:
SMILES	DNMT1 block	LMPTP block	NadD inh	Scp1 inh	CendR NRP1 mod	SKN-1 block	Neddyl block	SUMO1 PPI mod	Tb MetRS inh	STEP inh
CCN(CC)c1ccc(NC(=O)c2cnccn2)cc1S(=O)(=O)Nc1ccc(OC)cc1	-11	1.4	-2	1	-5	-5	i	3	0.4	0
COc1ccc(Nc2sc(C(=O)c3ccc(Cl)cc3)c(N)c2C(=O)Nc2ccccc2OC)cc1	-29	2.1	17	-35	2	16	i	-9	0.8	5
Cn1c(CCNC(=O)C2CCCCC2)nc2cc([N+](=O)[O-])ccc21	0	-0.2	3	5	1	8	i	-15	0.0	-1
Nc1ncnc(N(c2ccccc2)C2CCCCC2)c1[N+](=O)[O-]	-1	2.0	0	3	-3	-9	i	0	-0.3	-1
CC(NC(=O)COC(=O)CCc1nc(=O)c2ccccc2n1C)c1ccccc1 (stereo not drawn)	1	-0.4	-2	14	4	6	i	-2	0.3	0
CC(=O)Nc1ccc(/C=C(\C#N)C(=O)NC2CCCCC2)cc1	1	-0.7	-1	2	-13	-1	i	-11	-0.7	2

Next results follow:
SMILES	DNMT1 block	LMPTP block	NadD inh	Scp1 inh	CendR NRP1 mod	SKN-1 block	Neddyl block	SUMO1 PPI mod	Tb MetRS inh	STEP inh
COc1cc(C=O)ccc1Oc1nnnn1-c1ccccc1	2	0.4	-4	-1	5	-1	i	3	-0.4	1
Cn1c2ccccc2c(=O)c2c(=O)n(-c3ccc(F)cc3)c(-c3cccs3)nc21	-2	47	17	101*	-3	0	i	-21	0.0	44*
Cc1[nH]n(-c2ccc([N+](=O)[O-])cc2)c(=O)c1C=NCCN1CCN(C(=O)c2ccc(Br)cc2)CC1	-9	-3.2	-2	9	6	-14	i	-19	-6.0	-2
COc1ccc([N+](=O)[O-])cc1NC(=O)C1CCCNC1=O (stereo not drawn)	3	-1.7	-4	0	9	0	i	-29	-1.3	0
O=C(Nc1nc2ccccc2n1CCN1CCOCC1)c1ccc(Cn2cc([N+](=O)[O-])cn2)o1	0	1.6	-1	1	7	5	i	-10	-0.1	-1
O=C(COC(=O)c1ccc2ccccc2c1O)NCC(F)(F)F	-10	0.4	0	4	-7	-10	i	-5	0.7	0
CCC(C)(C(=O)NC1CCCC1)N(C(=O)CNC(C)=O)c1ccccc1 (stereo not drawn)	-1	-1.1	-4	-5	10	-1	i	-2	0.0	-4
O=C(C1CCN(c2ncnc3c2sc2cccc(F)c23)CC1)N1CCOCC1	-5	1.4	5	-6	-6	8	i	0	-0.6	0
CC(=O)N1CC=CC1(CC(C)C)C(=O)NCCc1c[nH]c2ccccc12 (stereo not drawn)	0	-1.0	-2	1	4	21	i	4	-0.2	1
CCCn1c(/C=C/c2cc[n+](C)cc2)nc2ccccc21	5	0.3	4	19	0	-11	i	-34	-0.3	-2
O=C(CSc1nc(-c2ccc(F)cc2)cc(C(F)(F)F)n1)NCc1cccs1	5	0.0	-4	-7	-7	-6	i	5	0.1	-1
COc1ccc(C(=O)NC(=S)Nc2ccc(N3CCCC3)cc2)cc1	-5	1.5	5	-3	4	9	i	-4	0.0	2
Cc1ccc(SCCCCN2C(=O)NC(C)(C)C2=O)cc1	2	-1.7	-2	-9	13	8	i	1	-0.1	-2
COc1ccc(C2CC(=O)Oc3c(C(C)C)ccc(C)c32)cc1 (stereo not drawn)	9	0.9	-1	4	-5	7	i	1	-1.9	1

Random draw from the library; about 4.6% have a hit in one of these screens.
